Compound activity from PubChem BioAssay.
Gli-Sufu block: antagonists of Gli-Sufu signaling. Sufu-KO-LIGHT fibroblasts, Gli luciferase reporter luminescence. inhibition, % at 5 µM. actives 0.74% (n = 340,000). AID 588413;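 active means inhibition above about 55%, limit read from the data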;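 further: 0% = DMSO-treated cells and 100% = wells with medium but no cells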
UBC13 inh: human UBC13 polyubiquitination inhibition | actives 0.47% (n = 330,000) | UBC13 polyubiquitin chain formation, TR-FRET | inhibition, % at 20 µM; in the data active means inhibition above about 45%, passing the limit was not always enough
Target sequence (P61088 whole entry, looked up): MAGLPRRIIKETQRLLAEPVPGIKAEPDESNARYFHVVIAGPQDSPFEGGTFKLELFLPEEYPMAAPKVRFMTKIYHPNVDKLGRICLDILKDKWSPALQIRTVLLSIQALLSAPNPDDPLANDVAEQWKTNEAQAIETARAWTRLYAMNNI
Apaf-1 inh: human Apaf-1 inhibition; O14727; reconstituted apoptosome caspase-3 activity, DEVD-Rh110 fluorescence; inhibition, % at 20 µM; actives 0.71% (n = 330,000); active means inhibition of at least 40% at 20 µM;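 further: plate controls were DMSO wells for no effect and DEVD-CHO caspase inhibitor wells for full effect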
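Material: reconstituted apoptosome with Apaf-1, cytochrome c, caspase-9, procaspase-3, dATP; medium: pH 7.5 Hepes buffer with CHAPS, BSA, DTT; also added: cytochrome c and DEVD-Rh110 substrate; timing: 30 min plus 50 min, RT; signal: Rh110 fluorescence intensity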
SENP8 block: inhibitors of human SENP8 protease; Q96LD8; purified SENP8, Z-RLRGG-aminoluciferin cleavage, luminescence; inhibition, % at 10 µM; actives 1.2% (n = 330,000)
697 NFkB inh: lowers PMA/ionomycin-induced NF-kB signal in 697 B cells; 697 B-cell NF-kB luciferase reporter, 16 h; actives 0.33% (n = 330,000); inhibition, % at 4 µM; AID 435022; in the data active means inhibition above about 35%
HKDC1 inhibitor: HKDC1 (human) hexokinase inhibition. Q2TB90. recombinant HKDC1, G6PDH/diaphorase resazurin coupled fluorescence. inhibition, % at 20 µM. actives 0.16% (n = 340,000);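 active means inhibition above about 35% when tested at 20 µM, limit read from the data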;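 further: plate controls were DMSO wells with enzyme for no effect and DMSO wells lacking enzyme for full effect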
Target sequence (Q2TB90 whole entry, looked up): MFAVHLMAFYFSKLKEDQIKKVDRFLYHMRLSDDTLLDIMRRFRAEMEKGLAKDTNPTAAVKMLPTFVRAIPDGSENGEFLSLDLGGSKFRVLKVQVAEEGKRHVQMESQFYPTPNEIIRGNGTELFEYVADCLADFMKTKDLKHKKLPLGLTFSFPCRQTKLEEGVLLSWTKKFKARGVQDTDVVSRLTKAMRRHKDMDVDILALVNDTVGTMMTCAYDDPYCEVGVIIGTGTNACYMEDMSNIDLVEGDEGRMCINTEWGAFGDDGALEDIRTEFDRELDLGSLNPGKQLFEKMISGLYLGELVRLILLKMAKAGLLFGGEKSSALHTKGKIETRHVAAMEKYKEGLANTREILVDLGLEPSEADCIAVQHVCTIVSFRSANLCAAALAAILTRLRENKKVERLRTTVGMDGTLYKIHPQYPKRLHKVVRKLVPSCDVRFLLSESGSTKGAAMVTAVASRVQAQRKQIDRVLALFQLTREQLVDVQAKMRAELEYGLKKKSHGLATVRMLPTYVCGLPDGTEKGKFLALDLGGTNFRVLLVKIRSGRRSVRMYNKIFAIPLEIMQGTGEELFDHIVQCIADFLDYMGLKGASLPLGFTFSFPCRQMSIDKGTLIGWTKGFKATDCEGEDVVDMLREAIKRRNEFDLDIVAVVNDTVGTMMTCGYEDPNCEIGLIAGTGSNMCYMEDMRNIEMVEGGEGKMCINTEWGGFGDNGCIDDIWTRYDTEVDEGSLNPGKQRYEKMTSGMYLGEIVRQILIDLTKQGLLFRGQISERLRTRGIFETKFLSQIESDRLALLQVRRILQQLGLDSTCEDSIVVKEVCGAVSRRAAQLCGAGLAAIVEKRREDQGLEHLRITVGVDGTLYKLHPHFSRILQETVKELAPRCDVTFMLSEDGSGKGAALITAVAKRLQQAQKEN
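Assay system: in-house recombinant HK5 (HKDC1) enzyme. Input: HKDC1 at 5 µg/mL. Medium: Tris pH 8.0 buffer with MgCl2, Tween-20, BSA, BME. Dosing: single 20 µM dose. Schedule: 90 min reaction incubation at room temperature, dark. Signal: resazurin-to-resorufin fluorescence via G6PDH and diaphorase coupling, 525/613 nm. Controls: DMSO-enzyme wells negative, buffer-substituted wells positive.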
SENP7 inh: SENP7 protease inhibition; Q9BQF6; recombinant SENP7, Z-RLRGG-aminoluciferin luminescence, 40 min; inhibition, % at 5 µM; actives 1.5% (n = 330,000); AID 434973;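 active means inhibition above about 50% at the single test dose, limit read from the data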;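 further: plate controls were DMSO with enzyme for no effect and no enzyme buffer wells for full effect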
Jurkat NFkB inh: inhibitors of the PMA/ionomycin-induced NF-kB reporter in Jurkat cells; PMA/ionomycin-induced NF-kB luciferase reporter, luminescence; inhibition, % at 4 µM; actives 0.53% (n = 330,000)
Active calls of the source: *; / = no result given. Unless noted, no stated cut-off is given here; in the data, active means inhibition above about 50%; inactive means the rest.

1) CCOC(=O)c1c(N)sc2c1CCC1C(=O)N(C3CCCCC3)C(=O)C21 (configuration not stated)
2) O=C(Cn1nnc(-c2ccc3c(c2)OCO3)n1)N1CCOCC1
3) COc1cc(C=C(C(C)=O)C(C)=O)ccc1O
4) CC1(C)Cc2nc3oc4c(=O)n(CC(=O)Nc5ccc(Cl)cc5)cnc4c3cc2CO1
5) CCS(=O)(=O)N1CCC(N2CCN(c3ccccc3)CC2)CC1
6) CC1(C)Cc2ccccc2-c2nnc(-c3ccco3)n21
7) O=C(NC1CCCC1)c1cccc(S(=O)(=O)N2CCOCC2)c1
8) COc1ccc(-c2sc(Nc3ccccc3)n[n+]2-c2ccc(F)cc2)c(OC)c1OC
9) O=C(Nc1ccnn1C1CCN(Cc2cccc(OCCO)c2)CC1)C1CCCC1
10) CCOc1ccc2[nH]c3c(N4CCN(c5ccccn5)CC4)ncnc3c2c1
screen / no.	1	2	3	4	5	6	7	8	9	10
Gli-Sufu block	-2	-13	5	-1	2	-8	-2	7	11	44
UBC13 inh	-5	-7	-20	-5	2	6	-6	33	2	10
Apaf-1 inh	24	-3	2	6	-4	1	13	6	-5	9
SENP8 block	-6	2	-9	-7	6	0	-12	0	-9	-2
697 NFkB inh	-14	0	24	3	12	10	6	1	0	45*
HKDC1 inhibitor	-5	-12	9	-4	-1	4	-4	-1	-2	9
SENP7 inh	6	8	-7	8	-2	-3	-6	2	12	-4
Jurkat NFkB inh	-46	-6	-10	0	0	4	8	5	8	0

11) Cc1ccc2c(NC(=O)c3ccc(Br)o3)cccc2n1
12) CCc1ccc(NC(=O)C(C)OC(=O)c2ccc(-n3cnnn3)cc2)cc1 (configuration not stated)
13) CCN1C(=O)N[C@@H](c2cccs2)C(C(=O)OC)=C1C
14) O=C(CSc1ccc(-c2ccc3c(c2)OCO3)nn1)Nc1nccs1
15) COc1ccc(/C=C(/NC(=O)c2cccc([N+](=O)[O-])c2)C(=O)O)cc1
16) CCOC(=O)N1CCC(N2Cc3cccc(C(=O)Nc4ccc(OCC)cc4)c3C2=O)CC1
17) COc1cc(C(=O)NCCOc2ccccc2C)c(Br)c(OC)c1OC
18) CCCOc1ccc(N2CC(C(=O)Nc3ccccn3)CC2=O)cc1 (configuration not stated)
19) O=C1N2CCSC2=NC1(Nc1ccccn1)C(F)(F)F (configuration not stated)
20) O=C(Nc1ccccn1)c1ccc(Cl)c([N+](=O)[O-])c1
screen / no.	11	12	13	14	15	16	17	18	19	20
Gli-Sufu block	0	-6	1	-11	-22	14	9	-4	/	-9
UBC13 inh	-6	-4	-5	2	4	7	8	-3	-3	-6
Apaf-1 inh	7	-9	13	-45	-11	25	-5	20	-10	0
SENP8 block	-3	-3	-15	1	6	2	5	-6	-4	-11
697 NFkB inh	-12	7	14	-27	-2	3	12	-6	-6	-18
HKDC1 inhibitor	2	-8	12	-9	-8	-2	-6	8	2	-4
SENP7 inh	8	-7	-16	4	7	1	-4	-5	12	-2
Jurkat NFkB inh	0	23	-3	-2	-19	1	-5	-9	6	4

21) CCOC(=O)N1CCN(Cc2nc3cc(NC(=O)c4cccs4)ccc3n2CC)CC1
22) COCCNC(=O)c1onc(CSc2ccncc2)c1C(=O)NCCOC
23) Cc1ccc(N2CCN(C(=O)c3cccs3)CC2)cc1C
24) CCC(Sc1ncccc1C(=O)OCCN1CCCC1=O)C(=O)NCc1ccco1 (configuration not stated)
25) O=C(CS(=O)(=O)Cc1ccccc1)Nc1ccccn1
26) CC12CN(Cc3ccccc3)CC(C)(CN(Cc3ccccc3)C1)C2=NO
27) O=C1COc2ccc(C(=O)COC(=O)CCSc3ccc(Cl)cc3)cc2N1
28) Cc1cccn2c(=O)c(C=O)c(Nc3ccccc3)nc12
29) CCn1c(SC/C=C/c2ccccc2)nnc1-c1cnccn1
30) Cc1cc(Cl)cc2c(N=Nc3ccccc3C(=O)O)c(O)[nH]c12
screen / no.	21	22	23	24	25	26	27	28	29	30
Gli-Sufu block	4	-11	-22	-4	0	12	-6	-12	1	-5
UBC13 inh	-4	0	4	0	-2	8	2	-1	-3	-38
Apaf-1 inh	1	0	6	-4	6	5	-1	9	18	22
SENP8 block	-2	-13	0	1	1	-12	-2	-13	0	7
697 NFkB inh	-19	20	-5	-3	12	1	8	7	12	-67
HKDC1 inhibitor	-8	-1	-5	-3	-3	0	14	-6	-3	6
SENP7 inh	0	13	4	1	10	-10	-7	-6	7	7
Jurkat NFkB inh	21	12	-6	7	1	-9	-18	8	-2	-71

31) CC(CCC(=O)O)(c1ccc(O)cc1)c1ccc(O)cc1
32) NS(=O)(=O)c1cccc(NC(=O)CSc2ncc(C(F)(F)F)cc2Cl)c1
33) CCc1ccc(NC(=S)N2CCCCCCC2)cc1
34) CCOc1cc(Br)c(Br)c(C=Nc2ccc(NC(C)=O)cc2)c1O
35) O=C(/C=C/c1cccc([N+](=O)[O-])c1)NCCSCc1cccc(Cl)c1
36) Cc1ccc(S(=O)(=O)N(C)CC(=O)NCC(c2ccco2)N(C)C)cc1 (configuration not stated)
37) COC(=O)Nc1ccccc1C(=O)N1CCCCC1
38) C=CCn1nnnc1SCC(=O)Nc1cccc(OC)c1
39) CCN1CCN(C(=O)c2cc3sccc3n2CC(=O)c2ccccc2)CC1
40) Cc1ccc(-n2c(SCC3CCCCO3)nnc2-c2ccco2)cc1 (configuration not stated)
screen / no.	31	32	33	34	35	36	37	38	39	40
Gli-Sufu block	-19	-4	-25	-4	-2	1	7	-9	13	-11
UBC13 inh	-21	11	-10	-6	10	-20	-7	-2	2	-2
Apaf-1 inh	4	-1	2	23	15	-7	4	-22	5	11
SENP8 block	-9	2	-11	1	-4	0	-14	2	3	1
697 NFkB inh	20	18	-27	11	2	16	-7	6	5	19
HKDC1 inhibitor	-3	8	2	5	4	-1	-2	3	-9	-9
SENP7 inh	-8	-3	11	-1	-1	-5	-6	5	39	3
Jurkat NFkB inh	8	7	-31	9	-8	3	-2	-5	3	6

Quoted from above (13 entries):
4) CC1(C)Cc2nc3oc4c(=O)n(CC(=O)Nc5ccc(Cl)cc5)cnc4c3cc2CO1
5) CCS(=O)(=O)N1CCC(N2CCN(c3ccccc3)CC2)CC1
6) CC1(C)Cc2ccccc2-c2nnc(-c3ccco3)n21
7) O=C(NC1CCCC1)c1cccc(S(=O)(=O)N2CCOCC2)c1
8) COc1ccc(-c2sc(Nc3ccccc3)n[n+]2-c2ccc(F)cc2)c(OC)c1OC
9) O=C(Nc1ccnn1C1CCN(Cc2cccc(OCCO)c2)CC1)C1CCCC1
10) CCOc1ccc2[nH]c3c(N4CCN(c5ccccn5)CC4)ncnc3c2c1
11) Cc1ccc2c(NC(=O)c3ccc(Br)o3)cccc2n1
12) CCc1ccc(NC(=O)C(C)OC(=O)c2ccc(-n3cnnn3)cc2)cc1 (configuration not stated)
13) CCN1C(=O)N[C@@H](c2cccs2)C(C(=O)OC)=C1C
14) O=C(CSc1ccc(-c2ccc3c(c2)OCO3)nn1)Nc1nccs1
15) COc1ccc(/C=C(/NC(=O)c2cccc([N+](=O)[O-])c2)C(=O)O)cc1
screen / no.	4	5	6	7	8	9	10	11	12	13	14	15
Gli-Sufu block	-1	2	-8	-2	7	11	44	0	-6	1	-11	-22
UBC13 inh	-5	2	6	-6	33	2	10	-6	-4	-5	2	4
Apaf-1 inh	6	-4	1	13	6	-5	9	7	-9	13	-45	-11
SENP8 block	-7	6	0	-12	0	-9	-2	-3	-3	-15	1	6
697 NFkB inh	3	12	10	6	1	0	45*	-12	7	14	-27	-2
HKDC1 inhibitor	-4	-1	4	-4	-1	-2	9	2	-8	12	-9	-8
SENP7 inh	8	-2	-3	-6	2	12	-4	8	-7	-16	4	7
Jurkat NFkB inh	0	0	4	8	5	8	0	0	23	-3	-2	-19

16) CCOC(=O)N1CCC(N2Cc3cccc(C(=O)Nc4ccc(OCC)cc4)c3C2=O)CC1
screen / no.	16
Gli-Sufu block	14
UBC13 inh	7
Apaf-1 inh	25
SENP8 block	2
697 NFkB inh	3
HKDC1 inhibitor	-2
SENP7 inh	1
Jurkat NFkB inh	1

(further entries)
41) Clc1ccc(-n2nnnc2-c2cnc3ccc(Cl)cc3c2-c2ccccc2)cc1
42) Cc1ccc(C)c(NC(=O)CSc2nnc(CCCCCNC(=O)OC(C)(C)C)o2)c1
43) COc1ccc(S(=O)(=O)N2CCCc3ccccc32)cc1OC
44) CCOC(=O)c1c(C)n(C)c2cc(Br)c(O)c(O)c12
45) Brc1ccc(-c2ccc(/C=N/Nc3nc4ccccc4[nH]3)o2)cc1
46) CCn1ccnc1CN(C)Cc1nc(-c2ccc(C(=O)OC)cc2)no1
47) C[C@@H](NC(=O)OC(C)(C)C)C(=O)NCC1CCC(C(=O)N[C@@H](Cc2ccccc2)C(=O)O)CC1 (some centres not stated)
48) O=C(CN1CCN(Cc2ccccc2)CC1)c1ccccc1
49) Oc1ccccc1CN1CCN(C(c2ccccc2)c2ccccc2)CC1
50) Cc1csc(NC(=O)CCCC(=O)c2ccccc2)n1
screen / no.	41	42	43	44	45	46	47	48	49	50
Gli-Sufu block	2	-12	22	14	-34	-4	-2	-9	13	13
UBC13 inh	-1	-3	-9	-18	-19	7	2	11	7	1
Apaf-1 inh	23	0	5	22	10	3	0	2	6	0
SENP8 block	-8	-4	-4	-6	2	4	4	-3	2	-2
697 NFkB inh	-6	-10	-39	-46	-9	2	-2	13	-14	16
HKDC1 inhibitor	-1	-6	6	0	-8	-5	-1	-4	-1	-1
SENP7 inh	-8	2	4	-6	-5	-1	5	-8	-5	8
Jurkat NFkB inh	26	-6	-39	-6	-18	8	-13	-3	-10	-24

51) COc1cc(C)ccc1OCCCOc1ccccc1Br
52) Cc1sc2ncnc(SCc3ccco3)c2c1C
53) Cn1c(CO)cnc1SCc1c(Cl)cccc1Cl
54) COC(=O)CCNc1ccc2c(c1)OCCO2
55) O=C(NCc1ccccn1)c1ccc2c(=O)n(CCc3ccccc3)c(=O)[nH]c2c1
56) COc1cc(C(=O)Nc2ccc3nc(N4CCN(C)CC4)cc(C)c3c2)cc(OC)c1OC
57) CCOC(=O)c1oc2c(c1C)C(=O)CCC2
58) COc1cc(CNCCc2ccc(S(N)(=O)=O)cc2)ccc1OCC(=O)NC1CCCCC1
59) CCCCN(C(=O)C1CSC2(C)CCC(=O)N12)c1c(N)n(Cc2ccccc2)c(=O)[nH]c1=O (configuration not stated)
60) O=C(CNc1ccccc1-c1ccccc1)NCc1ccccc1
screen / no.	51	52	53	54	55	56	57	58	59	60
Gli-Sufu block	-16	2	-28	-13	-8	-5	36	3	-6	1
UBC13 inh	4	-5	5	-10	-1	4	4	-5	4	1
Apaf-1 inh	15	17	-1	1	-13	4	-15	-11	0	0
SENP8 block	-4	-10	1	3	-5	-10	-7	1	4	-5
697 NFkB inh	-41	-2	-11	-8	5	6	-29	5	16	-19
HKDC1 inhibitor	1	2	3	2	-3	-5	-1	-10	0	-4
SENP7 inh	1	-3	6	6	-9	-2	3	1	7	-11
Jurkat NFkB inh	-41	1	-5	24	-2	-34	3	-2	-7	2

61) CC(C)[C@H](NC(=O)N1CCn2c1nc1ccccc12)C(=O)NC1CCCCC1
62) CC(C)c1ccc(NC(=S)Nc2ccc3cn[nH]c3c2)cc1
63) O=C(c1ccc(Br)cc1)c1cc([N+](=O)[O-])ccc1N1CCCCC1
64) CS(=O)(=O)c1nc2ccccc2n1Cc1ccccc1
screen / no.	61	62	63	64
Gli-Sufu block	-12	-32	55	2
UBC13 inh	-3	-2	0	-12
Apaf-1 inh	8	14	0	11
SENP8 block	-11	-5	-2	-5
697 NFkB inh	-15	-45	45*	-6
HKDC1 inhibitor	-4	10	1	1
SENP7 inh	-10	19	1	-1
Jurkat NFkB inh	-2	-26	75*	-32

Compounds as they come; overall some 3.6% were active at least once.
